aSyn yeast rescue: alpha-synuclein toxicity suppression in yeast | S. cerevisiae alpha-synuclein toxicity rescue, BacTiter-Glo growth, 24 h | Potency, µM (series often up to 46.1 µM), without a hit: at the top dose growth rescue (activation), hits mostly activators | 94,000 tested, 0.02% active | AID 1347070; active = well fitted activation curve with a large enough effect; inconclusive = small, poorly fitted or top-dose-only effect; also: 0% is about no effect
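Growth restoration measured by BacTiter-Glo luminescence after 24 hr at 30 deg C; alpha-synuclein yeast, raffinose-pregrown to mid-log, were added at OD600=0.02 in galactose medium onto pinned compounds.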
* = called active by the depositor; ? = inconclusive. Potency is read from the fitted curve at half-maximal effect. These rows are one share of the data; count on the stated rates, not on these rows.

SMILES	aSyn yeast rescue
COc1ccc(-c2cn3nc(N4CCCC(C(=O)NCc5ccccc5Cl)C4)sc3n2)cc1 (stereo unspecified)	-2%
CCc1ccc(NC(=O)CC2C(=O)N(c3ccc(C)cc3)C(=O)N2CCc2ccncc2)cc1 (stereo unspecified)	-4%
Cc1cccc(NC(=O)COC(=O)CN2C(=O)C3CCCCC3C2=O)c1C (stereo unspecified)	3%
Cc1oc2c(c1C(=O)Nc1ccc(Cl)cc1F)C1=NCCN1C=N2	-17%
CC(=O)Nc1nonc1-c1nnc(SCc2ccc(F)cc2)n1C	3%
Cn1c(=O)c2c(-c3ccc(Br)cc3)n(CCc3ccccc3)cc2n(C)c1=O	1%
CCOc1nc(OCC)c2cnn(C)c2n1	2%
Cc1cccc2nc(Cn3c(=O)n(-c4ccc(Cl)cc4)c(=O)c4c5c(sc43)CCC5)cc(=O)n12	-12%
CCOC(=O)c1c(-c2ccccc2)oc2ccc(NS(=O)(=O)c3ccc(C)cc3)cc12	8%
COc1ccc(N2CCN(C(CNC(=O)C(=O)NCCCN(C)C)c3cccnc3)CC2)cc1 (stereo unspecified)	1%
Cc1ccc(NC(=O)CCC(=O)N2Cc3ccccc3Oc3ncccc32)cc1Cl	0%
O=C1CCc2cc(S(=O)(=O)NC(C(=O)Nc3ccc(F)cc3)c3ccccc3)ccc2N1 (stereo unspecified)	-4%
COc1ccc(NC(=O)c2ccco2)cc1NC(=O)c1cccc(C)c1OC	-5%
O=C(NC1CC(=O)N(c2cccc(F)c2)C1)c1ccc(S(=O)(=O)N2CCCC2)cc1 (stereo unspecified)	-1%
Cn1c(=O)cc(SCC(=O)NCc2ccc(F)cc2)c2ccc(Cl)cc21	-5%
CN(C)S(=O)(=O)c1ccc2c(c1)N(CC(=O)Nc1cccc(C(F)(F)F)c1)C(=O)CS2	-8%
CC(C)(C)OC(=O)N1CCC(CNC(=O)c2ccc(F)cc2)CC1	-7%
Cc1n[nH]c(=S)n(NC(=O)/C=C/C(=O)Nn2c(=S)[nH]nc(C)c2=O)c1=O	-7%
CC(C)C1C(=O)N(Cc2cn(Cc3ccco3)nn2)CCS(=O)(=O)N1Cc1ccc(-c2ccc(Cl)c(Cl)c2)cc1 (stereo unspecified)	20%
COc1cccc(C(=O)CC2(O)C(=O)Nc3ccc(Cl)cc32)c1 (stereo unspecified)	2%
COc1ccc(NC(=O)N(C)[C@H]2C[C@H]3c4[nH]c5ccccc5c4CCN3C(=O)[C@H]2CO)cc1	-8%
COc1ccc(CCN2CC(C#N)=C3c4cc(OC)c(OC)cc4CCN3C2)cc1OC	2%
O=C1C(c2ccc(F)cc2)N(CCc2ccc(Cl)cc2)C(=O)CN1C1CCCCC1 (stereo unspecified)	-2%
COc1ccc(NC(=S)NNC(=O)c2ccc(S(=O)(=O)N3CCOCC3)cc2)cc1	-16%
O=C1/C(=C/c2ccccn2)SC(=S)N1c1cccc(O)c1	-3%
Carrying on:
SMILES	aSyn yeast rescue
Cc1nc(N2CCOCC2)c2c(C)c(C(=O)Nc3ccccc3Cl)sc2n1	-17%
Cc1cccc(OCCn2c(SCC(=O)O)nc3ccccc32)c1	-3%
Cc1ccc(NC(=O)C2(C)Cc3ccccc3C(=O)O2)c(C)c1 (stereo unspecified)	7%
Cc1nnc(SCc2cc(=O)c3cc(F)ccc3[nH]2)n1C	-4%
N#Cc1nc(-c2ccc(COc3ccc(Cl)cc3)o2)oc1N1CCCCC1	9%
CCN(CC)c1ccc(NC(=O)CSc2nc3nc(C)cc(C)c3c(=O)[nH]2)cc1	9%
CCc1nnc(SCC(=O)Nc2cccc(C(F)(F)F)c2)c2cc3oc(C)cc3n12	1%
Nc1cc2nc[nH]c2cc1N	-14%
C[C@H](NC(=O)C1CCN(S(=O)(=O)c2ccccc2)CC1)C(=O)NC1CC1	1%
CC(=O)Nc1ccc(S(=O)(=O)NC2(C(F)(F)F)C(=O)Nc3c2c(=O)[nH]c(=O)n3-c2cccc(Cl)c2)cc1 (stereo unspecified)	7%
O=C(Nc1cccc(C(F)(F)F)c1)c1cccnn1	3%
Cc1ccc(-n2[nH]c(C)c(C=NCc3ccncc3)c2=O)cc1	-6%
COC(=O)c1cc(S(=O)(=O)NCC2CCN(Cc3ccc(F)cc3)CC2)c[nH]1	-4%
CN1CCN(c2cc(=O)n(C3CCCCC3)c(=O)[nH]2)CC1	5%
Cc1ccccc1Nc1c(-c2ccc(N3CCOCC3)cc2)nc2cccc(C)n12	7%
COc1ccc(Nc2nc(-c3sc(C)nc3C)cs2)c(OC)c1	-20%
CCOc1ccc2nc(NC(=O)c3cc(=O)c4ccc(C)cc4o3)sc2c1	7%
COc1cccc(NC(=O)Cn2c(=O)oc3cc(S(=O)(=O)N4CCCCC4)ccc32)c1	0%
COc1ccc2c(C)nc(Nc3nc(-c4ccccc4)cc(=O)[nH]3)nc2c1	10%
CCN(CC)CCNC(=O)Cn1ncc2c3ccccc3n(Cc3ccc(Cl)cc3)c2c1=O	8%
CCc1nn2c(=O)cc(COC(=O)CNC(=O)COc3ccc(C)cc3)nc2s1	-12%
O=C(NCCc1ccccc1)c1sc2ncccc2c1-n1cccc1	?
CCC(=O)N1c2ccccc2CC1C(=O)NCCc1cc(OC)c(OC)c(OC)c1 (stereo unspecified)	-5%
COc1cccc(CNC(=O)C2CCN(S(=O)(=O)c3c(C)noc3/C=C/c3cccs3)CC2)c1	2%
CCOc1ccc(-c2cn3c(n2)sc2cc(C(=O)NCCc4ccc(OC)cc4OC)ccc23)cc1	-5%
(listing goes on)
SMILES	aSyn yeast rescue
C/C(=N\NC(=O)C(=O)Nc1c(C)n(C)n(-c2ccccc2)c1=O)c1ccc(Cl)s1	-2%
CCOC(=O)c1cc2c(s1)-c1c(C)cccc1OC2	7%
Clc1ccc(-c2c[n+](Cc3ccc(Cl)cc3Cl)c3n2CCCCC3)cc1	4%
COc1c(OC)c2[nH]c(=O)cc3c4ccccc4n(c1=O)c23	8%
O=C(O)c1nn(-c2ccccc2C(F)(F)F)cc1O	-8%
Cc1ccc2[nH]c(C(=O)O)c(NC(=O)[C@@H]3C[C@@H]3c3ccccc3)c2c1	2%
COc1cccc(OCc2nc3ccccc3n2Cc2ccccc2C)c1	?
Cc1cccc(N2CCN(C(=O)c3ccc4c(c3)N(Cc3cccc(Cl)c3)C(=O)c3ccccc3S4(=O)=O)CC2)c1C	-12%
CCOc1cc(C2NC(=O)c3c(sc4c3CCN(C)C4)N2)ccc1OC(=O)c1ccccc1Cl (stereo unspecified)	-11%
Cc1ccc2c(c1)C(c1ccc(F)cc1)N(C(=O)C(C)C)CC(=O)N2 (stereo unspecified)	-11%
Cc1ccc(CNC(=O)C2CCN(c3nc4ccc(C)cc4[nH]3)CC2)cc1	-3%
O=C(O)CNC(=O)/C(=C/c1cccc([N+](=O)[O-])c1)NC(=O)c1ccco1	4%
COc1ccc(-c2nc3n(n2)C(c2ccc(OC)cc2)C(C(=O)Nc2cccnc2)=C(C)N3)cc1 (stereo unspecified)	-2%
CCCOc1ccc(CNC(=O)C2CCN(C(=O)N3CCOc4ccccc43)CC2)cc1	12%
COc1ccc(N2CC(NC(=O)c3ccc(Br)o3)CC2=O)cc1 (stereo unspecified)	3%
CCn1c(SCC(=O)N2CCOCC2)nnc1-c1ccco1	-8%
COc1cc(Cl)c(C)cc1NC(=O)CSc1ncc(S(=O)(=O)c2ccc(C(C)(C)C)cc2)c(=O)[nH]1	0%
COc1ccccc1-n1cc(-c2ccc(C)cc2)nc1S(=O)(=O)CC(=O)Nc1ccccc1C(F)(F)F	-6%
Cc1ccc(NS(=O)(=O)c2ccc3[nH]c(=O)ccc3c2)cc1N(C)C	0%
Cc1nc2ccc(NC(=O)c3cc(S(=O)(=O)N(C)c4ccccc4)ccc3Cl)cc2s1	6%
COCCN1C(=O)N(c2cccc(OC)c2)C(=O)C1CC(=O)Nc1ccccc1 (stereo unspecified)	6%
O=C(Nc1cccnc1Cl)c1cc(-c2ccc(F)cc2)on1	-10%
CCc1ccc(-n2nc(C)c3c(C(=O)Nc4cc(C)c(Cl)cc4OC)cc(C)nc32)cc1	1%
Cn1c(SCC(=O)c2c(N)n(C)c(=O)n(C)c2=O)nnc1-c1ccccc1F	-1%
COc1cc(OC)nc(Oc2cccc(Cl)c2C)n1	-1%

Of the compounds above, eight contain two or more sulfur atoms.
SMILES	aSyn yeast rescue
CN(C)S(=O)(=O)c1ccc2c(c1)N(CC(=O)Nc1cccc(C(F)(F)F)c1)C(=O)CS2	-8%
Cc1n[nH]c(=S)n(NC(=O)/C=C/C(=O)Nn2c(=S)[nH]nc(C)c2=O)c1=O	-7%
COc1ccc(NC(=S)NNC(=O)c2ccc(S(=O)(=O)N3CCOCC3)cc2)cc1	-16%
O=C1/C(=C/c2ccccn2)SC(=S)N1c1cccc(O)c1	-3%
COc1ccc(Nc2nc(-c3sc(C)nc3C)cs2)c(OC)c1	-20%
COc1cccc(CNC(=O)C2CCN(S(=O)(=O)c3c(C)noc3/C=C/c3cccs3)CC2)c1	2%
COc1cc(Cl)c(C)cc1NC(=O)CSc1ncc(S(=O)(=O)c2ccc(C(C)(C)C)cc2)c(=O)[nH]1	0%
Cc1nc2ccc(NC(=O)c3cc(S(=O)(=O)N(C)c4ccccc4)ccc3Cl)cc2s1	6%

Shown with bars between the fields: 2 of the compounds above
compound | aSyn yeast rescue
CCCOc1ccc(CNC(=O)C2CCN(C(=O)N3CCOc4ccccc43)CC2)cc1 | 12%
Cc1ccc(CNC(=O)C2CCN(c3nc4ccc(C)cc4[nH]3)CC2)cc1 | -3%

(further entries)
SMILES	aSyn yeast rescue
Cn1cc(CN(C(=O)Nc2ccccc2)C2CCCCC2)c2ccccc21	3%
CCC(=O)N1CCc2cc(S(=O)(=O)CCC(=O)N3CCN(c4ccccc4Cl)CC3)ccc21	-1%
CCOc1ccc(CN2C(=O)c3ccccc3C2C(=O)NCC2CCCO2)cc1 (stereo unspecified)	-7%
Cc1cccc(C)c1NC(=O)C1CCCN1C(=O)Nc1cccc(F)c1 (stereo unspecified)	-2%
COC(=O)c1cc(OC)c(OC)cc1NC(=S)N1CCN(c2ccccn2)CC1	10%
CCOC(=O)c1c(C)oc2nc(C)nc(NCC3CCN(Cc4ccc(C)cc4)CC3)c12	2%
CCCS(=O)(=O)N1CC(=O)N(c2ccccc2F)C(C)(C(=O)NC2CCCCCC2)C1 (stereo unspecified)	-4%
C/C(N)=C(/C#N)C(=O)CSc1nc2cc(Cl)ccc2c(=O)n1-c1ccc(C)cc1	-2%
CCCS(=O)(=O)c1c(S(=O)(=O)CCC)c2cc(-c3ccncc3)ccn2c1C(=O)OC	-2%
Cn1nc(C(=O)N2CCN(c3ccc(F)cc3)CC2)c2c1-c1ccccc1SC2	-2%
Cc1ncc(CO)c2c1Oc1nc(-c3ccc(F)cc3)nc(SCC(=O)N3CCCCC3)c1C2	4%
O=C(NCC1CCCN1S(=O)(=O)c1cccs1)C(=O)Nc1ccc(F)cc1F (stereo unspecified)	3%
CCOC(=O)c1ccc(NC(=O)C(CC)Sc2nc3ccncc3[nH]2)cc1 (stereo unspecified)	2%
CC(C)Cn1c(CN2CCCCC2C)nc2c1c(=O)n(C)c(=O)n2C (stereo unspecified)	-7%
CS(=O)(=O)c1ccc(Oc2ccc(-c3nnco3)cc2)c([N+](=O)[O-])c1	6%
COc1ccc(CCNC(=O)CSc2ccc(-c3cccs3)nn2)cc1OC	2%
Cc1ccccc1CN(C)C[C@@H]1OCc2cnnn2CCCC(=O)N([C@@H](C)CO)C[C@H]1C	-5%
COc1ccc2sc(N(Cc3cccnc3)C(=O)C3CCCCC3)nc2c1	?
OCCN1CCN(c2cc(C(F)(F)F)nc3c(F)cccc23)CC1	7%
CCN(CC)CCN(C(=O)c1ccc2c(c1)CCCC2)c1nc2c(OC)cccc2s1	7%
O=C1c2ccccc2C(=O)C1(c1ccccc1)N1CCN(c2cccc(Cl)c2)CC1	7%
CCCOc1ccc(C(=O)Nc2cc3nn(-c4ccc(CC)cc4)nc3cc2C)cc1	4%
CCn1c(=O)c2cc(C(=O)NCCCN3CCN(C)CC3)sc2c2ccccc21	-1%
Cc1oc2ncn(CC(C)C)c(=O)c2c1C(=O)NCCc1ccc(Cl)cc1	2%
COc1ccccc1NC(=O)C1CCN(C(=O)C2CC(=O)N(c3ccc(C)cc3)C2)CC1 (stereo unspecified)	-5%

In the list so far, 2 have bromine.
SMILES	aSyn yeast rescue
Cn1c(=O)c2c(-c3ccc(Br)cc3)n(CCc3ccccc3)cc2n(C)c1=O	1%
COc1ccc(N2CC(NC(=O)c3ccc(Br)o3)CC2=O)cc1 (stereo unspecified)	3%

New compounds follow:
SMILES	aSyn yeast rescue
Cc1cc(-c2cccc([N+](=O)[O-])c2)nc2ccccc12	-16%
CCOc1ccc(C(=O)NCC(c2ccco2)S(=O)(=O)c2ccc(C)cc2)cc1 (stereo unspecified)	0%
O=C(COc1ccc(F)cc1)OCc1cc(=O)n2nc(-c3cccs3)sc2n1	0%
COc1cccc(C(=O)NC(C)C(c2cccs2)N2CCOCC2)c1 (stereo unspecified)	5%
CCC(Sc1nc2cc(OC)c(OC)cc2c2nc(-c3ccccc3)nn12)C(=O)Nc1cccc(C)c1 (stereo unspecified)	-8%
CN(C(=O)c1ccc(S(=O)(=O)N(C)C)cc1)c1ccc2ccccc2c1	-5%
Cc1cc(C)nc(SCC(=O)NC2CCCCC2C)n1 (stereo unspecified)	3%
CCOCCCNC(=O)C(c1ccc(C)cc1)N(Cc1cccs1)C(=O)c1ccc(NC(C)=O)cc1 (stereo unspecified)	-6%
CCOC(=O)N1CCc2c(sc3c2c(=O)n(-c2ccc(Cl)cc2)c(=O)n3Cc2cccc(OC)c2)C1	-3%
COc1cccc2c1Oc1cc([N+](=O)[O-])cc(N(C)C(C)=O)c1C=C2	5%

Screens: PubChem, National Center for Advancing Translational Sciences (NCATS)
